# Screening results deposited in PubChem by The Scripps Research Institute Molecular Screening Center.
# TAAR1 antagonist – human TAAR1 antagonism | Q96RJ0 | CHO RD-HGA16 TAAR1, Fluo-8 calcium fluorescence, antagonist | actives 1.5% (n = 360,000) | AID 624466 | inhibition, % at 3 µM;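 active means inhibition above a per-plate cutoff, the mean inhibition of test compounds on that plate plus 3 SD, cut at about 49% in these data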;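 further: 0% = DMSO plus EC80 beta-PEA response and 100% = DMSO alone without agonist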
# Target sequence (Q96RJ0 whole entry, looked up): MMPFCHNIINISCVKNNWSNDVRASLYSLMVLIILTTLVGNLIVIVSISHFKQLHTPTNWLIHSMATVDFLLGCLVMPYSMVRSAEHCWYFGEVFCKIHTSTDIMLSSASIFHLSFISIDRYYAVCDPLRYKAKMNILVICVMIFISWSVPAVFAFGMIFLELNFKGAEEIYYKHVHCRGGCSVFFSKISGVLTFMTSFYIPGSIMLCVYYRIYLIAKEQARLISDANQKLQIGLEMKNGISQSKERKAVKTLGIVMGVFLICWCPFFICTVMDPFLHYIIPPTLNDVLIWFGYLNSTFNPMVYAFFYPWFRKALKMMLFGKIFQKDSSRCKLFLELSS
#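 Test system – hTAAR1-expressing CHO RD-HGA16 cells, Gα16-coupled · Reagent – β-PEA at EC80 concentration, post-compound challenge · Compound dosing – 3 µM, single point · Timing – 140 s kinetic read after compound, 140 s after agonist · Detection – Fluo-8 intracellular calcium dye fluorescence, real-time kinetic reads · Control set – DMSO and EC80 PEA controls · Repeats – n of 1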
# CHO-K1 Ca ag – M1 agonist counterscreen hit in parental CHO-K1 cells. activation, % at 3 µM. AID 602248. Fluo-8 calcium fluorescence; scaled to maximal ATP response, vehicle zero. actives 0.48% (n = 360,000); in the data active means activation above about 15%;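 further: untransfected CHO-K1 host cells lacking M1 receptor as counterscreen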
# CHO-K1 Ca antag – nonselective inhibitor or artifact in parental CHO-K1 cells; ATP-induced calcium, Fluo-8 fluorescence; actives 0.6% (n = 360,000); inhibition, % at 3 µM;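 active means inhibition above a per-plate cutoff, the plate's mean sample inhibition plus 3 SD, cut at about 24% in these data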;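 further: 0% = DMSO plus EC80 ATP and 100% = DMSO alone without ATP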
# V1aR counter – activates human V1a receptor in oxytocin agonist counter-screen; P37288; CHO-V1R cells, Fluo-8 calcium fluorescence, agonist mode; 0% DMSO, 100% 3 nM vasopressin; activation, % at 3 µM; actives 0.25% (n = 320,000);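 active means activation above the mean activation of all tested compounds plus 3 SD, per screening run, cut at about 20% in these data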;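 further: signal is peak over basal fluorescence ratio across a 100 second FLIPR read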
# CHRM1 agonist – human M1 muscarinic receptor agonism; actives 0.33% (n = 360,000); activation, % at 3 µM; CHO-K1 hM1, Fluo-8 calcium fluorescence, agonist mode; 0% DMSO, 100% acetylcholine EC100;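 active means activation above the run's mean compound activation plus 3 SD, cut at about 16% in these data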;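 further: peak over basal fluorescence ratio within a 140 s kinetic read after compound addition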
# CHO parental Ca – counter-screen: ATP calcium response change in parental CHO cells; inhibition, % at 5.6 µM; parental CHO-K1, ATP-induced calcium, Fluo-8 fluorescence; actives 0.63% (n = 330,000);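 active means inhibition above that plate's mean sample inhibition plus 3 SD, cut at about 26% in these data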;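 further: 0% = ATP-challenged DMSO wells and 100% = DMSO wells without ATP; some compounds past the cut are filed as inactive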
#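 Material: parental CHO cells / Compound: single nominal dose of 5.6 µM per compound / Signal: Fluo-8 fluorescence / Replicates: singlicate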
# OXTR potentiate – human OXTR potentiation. actives 0.061% (n = 320,000). CHO-OTR cells, Fluo-8 calcium fluorescence, potentiator mode; 0% = oxytocin EC15, 100% = EC100. AID 2445. P30559. activation, % at 3 µM;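 active means activation above that plate's cutoff, the mean activation of tested compounds plus 3 SD, cut at about 6.6% in these data, passing the limit was not always enough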;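 further: 100% uses oxytocin at 75 nM as the full agonist control; some results filed as inactive read as strong as hits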
# Target sequence (P30559 whole entry, looked up): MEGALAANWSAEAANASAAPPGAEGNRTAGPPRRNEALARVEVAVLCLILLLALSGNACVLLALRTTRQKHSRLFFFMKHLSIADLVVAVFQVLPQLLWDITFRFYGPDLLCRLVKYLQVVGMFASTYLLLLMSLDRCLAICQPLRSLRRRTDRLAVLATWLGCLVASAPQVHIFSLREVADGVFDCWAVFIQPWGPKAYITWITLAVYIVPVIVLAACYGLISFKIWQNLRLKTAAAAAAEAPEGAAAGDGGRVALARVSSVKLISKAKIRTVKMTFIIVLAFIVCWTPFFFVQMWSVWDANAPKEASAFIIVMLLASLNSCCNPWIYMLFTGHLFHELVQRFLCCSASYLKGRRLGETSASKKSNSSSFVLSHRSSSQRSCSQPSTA
#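 Material: human OTR in CHO cells. Compound: 3.0 µM, one dose. Timing: compound 6 min at room temperature before oxytocin, 100 s read. Evaluation: % activation of max/min ratio relative to oxytocin controls. Replication: single well per compound, singlicate. Signal: Fluo-8 calcium dye fluorescence.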
# M1 PAM parental – M1 PAM counterscreen hit in parental CHO-K1 cells; ATP EC20, Fluo-8 calcium fluorescence; 0% at ATP EC20, 100% at ATP max; activation, % at 3 µM; AID 602247; actives 0.02% (n = 360,000);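 active means activation above the run cutoff, the mean activation of all test compounds plus 3 SD, cut at about 40% in these data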;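 further: peak over basal fluorescence ratio in a 140 s read after ATP addition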
# TAAR1 ag – agonists of human TAAR1; Q96RJ0; CHO RD-HGA16 TAAR1, Fluo-8 calcium fluorescence; vehicle wells 0%, saturating PEA agonist 100%; activation, % at 3 µM; actives 0.99% (n = 360,000); AID 624467;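 active means activation above the mean activation of all test compounds in the run plus 3 SD, cut at about 38% in these data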
#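 System: CHO RD-HGA16 cells carrying human TAAR1 plus Gα16; Incubation: 17-24 h seeding, 75 min 37 °C dye, 30 min RT; Measured by: Fluo-8 fluorescence, 5 s baseline then 140 s kinetic read; Control set: DMSO and PEA EC100; Replication: single well for each compound.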
# Active calls of the source: *; . = no result given.
SMILES,TAAR1 antagonist,CHO-K1 Ca ag,CHO-K1 Ca antag,V1aR counter,CHRM1 agonist,CHO parental Ca,OXTR potentiate,M1 PAM parental,TAAR1 ag
CC(=O)Nc1cccc(NC(=O)CCCC(=O)O)c1,-1.0,0.4,-3.6,1.1,-3.5,3.7,-5.5,9.5,14.0
Cc1ccc(-c2nnc(Nc3cccc(O)c3)c3ccccc23)cc1S(=O)(=O)NCCO,-4.9,0.0,-8.4,.,-1.2,.,.,10.2,2.0
COc1ccc(NC(=O)CCC(=O)NCc2ccco2)c([N+](=O)[O-])c1,1.3,-0.3,3.7,.,-1.4,.,.,-8.6,0.4
CNc1nc(CC(C)=O)ns1,-20.0,-0.2,9.5,1.1,-0.6,-15.2,-10.8,-6.6,1.6
CCC(=O)NCCc1cc2ccc(C)cc2[nH]c1=O,-3.2,0.3,8.0,0.1,-0.1,-5.2,-5.3,0.0,0.4
COc1ccc(N2C(=O)c3ccccc3C2=O)cc1,-12.5,-0.2,6.4,0.1,-3.4,1.9,-0.9,-7.0,0.8
CCCCN=C1SC(C(=O)Nc2sc3c(c2C(=O)OC)CCC3)C(N)=C1C(=O)N1CCOCC1 (configuration not stated),-8.3,0.7,-21.9,0.5,-1.4,-4.0,0.8,31.6,3.1
CCCC(=O)Nc1ccc2c(c1)nc(CCN1CCN(c3ccccn3)CC1)n2C,-26.3,0.1,8.4,.,-7.2,.,.,-9.9,2.6
Clc1cc(Cl)c2nc(N3CCCCC3)sc2c1,-36.0,0.1,-4.4,-0.8,-3.2,9.8,-11.5,-16.3,3.8
O=S(=O)(NCc1cn2ccsc2n1)c1ccc(Oc2ccccc2)cc1,12.6,6.4,2.6,9.4,-0.7,24.0,-30.7,-1.5,9.7
CC1(C)COC(c2ccccc2Cl)OC1,-8.1,2.2,5.5,.,-0.4,.,.,3.3,0.4
CCOc1ccc(NC(=O)c2cc3ccccc3cc2O)cc1,0.5,0.7,-12.5,0.9,-3.0,5.7,-17.2,9.0,-0.4
COc1ccc(CC(=O)N/N=C(\C)c2cccnc2)cc1OC,-26.5,1.0,4.7,.,-0.8,.,.,3.7,2.0
Cc1cc(Cl)cc(Br)c1OCCNCC(C)O (configuration not stated),-1.7,0.2,-5.9,0.4,-3.4,-16.2,-13.1,1.9,-0.4
COc1ccccc1/C=N/OCC(=O)NCc1ccc2c(c1)OCO2,-28.4,0.6,-10.0,-0.4,-5.3,-2.4,-3.8,20.2,1.6
Cc1c(C#N)c(N)nc(Cl)c1C#N,9.5,0.0,-2.2,1.2,3.7,-11.6,-0.8,-3.4,2.0
COc1cc(/C(C#N)=C/c2ccccc2)c([N+](=O)[O-])cc1OC,28.9,2.3,-2.2,0.6,-2.4,-5.0,-16.2,14.1,16.1
C/C(=N\S(=O)(=O)c1ccc(C)cc1)N1CCCCC1,-6.1,0.3,-10.4,-0.3,-8.1,-9.2,-15.9,8.9,2.9
O=C(COC(=O)c1cc(-c2ccccc2)nc2ccccc12)NC1CC1,10.7,1.5,6.6,0.0,1.0,-13.7,-1.7,-18.4,9.4
COc1ccc(NC(=O)COc2ccc(/C=C/c3cccc[n+]3C)cc2OC)cc1,-4.8,1.6,-20.7,0.2,-11.3,-9.8,-2.5,6.2,0.5

# Two of the compounds above, with two lines to a compound.
# Results follow in this order: TAAR1 antagonist | CHO-K1 Ca ag | CHO-K1 Ca antag | V1aR counter | CHRM1 agonist | CHO parental Ca | OXTR potentiate | M1 PAM parental | TAAR1 ag
COc1ccc(CC(=O)N/N=C(\C)c2cccnc2)cc1OC
    -26.5 | 1.0 | 4.7 | . | -0.8 | . | . | 3.7 | 2.0
Cc1cc(Cl)cc(Br)c1OCCNCC(C)O (configuration not stated)
    -1.7 | 0.2 | -5.9 | 0.4 | -3.4 | -16.2 | -13.1 | 1.9 | -0.4

# The results go on:
SMILES,TAAR1 antagonist,CHO-K1 Ca ag,CHO-K1 Ca antag,V1aR counter,CHRM1 agonist,CHO parental Ca,OXTR potentiate,M1 PAM parental,TAAR1 ag
CCOc1ccc(S(=O)(=O)N(CC(=O)N2CCc3ccccc32)Cc2ccco2)cc1,25.1,0.3,8.8,0.4,-4.6,20.9,-21.7,4.9,1.5
CCOCc1nc(N)nc(N)c1-c1cccc(Cl)c1,-9.4,0.4,-14.8,.,-3.4,.,.,11.6,6.0
O=C1CCC(C(=O)Nc2ccccc2N2CCOCC2)=NN1,-19.1,0.1,12.3,0.2,0.2,-23.1,-0.1,-9.2,2.6
COc1ccccc1CNC(=O)C1CCN(S(=O)(=O)c2cccc([N+](=O)[O-])c2)CC1,-6.2,1.6,-7.5,0.3,-4.8,-13.1,-2.6,-8.8,6.2
COc1ccc2c(COC(=O)c3n[nH]c4ccccc34)cc(=O)oc2c1,36.6,0.4,-4.2,2.5,-3.6,-9.9,-10.7,9.1,11.1
COc1ccc(-c2[nH]n(-c3ccc([N+](=O)[O-])cc3)c(=O)c2C=NCc2ccccc2)cc1,-8.3,-0.3,14.9,0.2,-5.5,-0.4,0.1,-10.3,0.0
COc1ccc(N2C(=O)C3CCCN3C2c2cccc(Br)c2)cc1 (configuration not stated),-4.4,1.3,-8.9,0.5,-5.4,5.2,3.8,29.1,0.1
CC(N)C(=O)NC(C(=O)NC(C)C(=O)Nc1cccc2ccccc12)C(C)C (configuration not stated),-15.0,0.0,4.6,.,-1.1,.,.,-3.4,6.3
CC(Oc1ccc(/C=N/NC(=O)Cc2cccc3ccccc23)cc1)C(=O)O (configuration not stated),-12.2,-0.1,7.5,0.6,-5.0,-3.3,-7.1,-19.6,1.3
CC1CCCC(C)N1C(=O)COC(=O)CSc1ccc(C(N)=O)cc1[N+](=O)[O-] (configuration not stated),15.0,4.6,-1.3,0.9,-3.1,-5.4,-0.1,-22.9,0.9
Cc1ccc(C)c(OCCC(=O)OCC(=O)Nc2cc(S(=O)(=O)N3CCCCC3)ccc2C)c1,23.8,6.1,-16.4,10.2,0.7,-5.3,-9.6,3.0,4.4
Cc1nc2ccccc2c(=O)n1NC(=O)c1ccc(Cl)cc1,-20.1,1.0,-2.9,0.0,-4.7,-3.7,-1.0,-9.1,1.3
CCN(CC(=O)Nc1cc(S(=O)(=O)N2CCOCC2)ccc1Cl)Cc1ccccc1,37.5,7.9,-14.2,6.9,-0.5,-20.1,-6.1,5.3,10.5
O=C(Nc1ccc(-c2nnc3n2CCCCC3)cc1)c1cc2ccccc2o1,30.0,5.5,0.3,1.5,-8.1,-23.8,-3.4,8.1,9.7
CN(CCO)c1c2c(nc3cc(-c4cccc(F)c4)nn13)CCCC2,-21.5,0.9,-5.2,-0.4,-4.6,-25.6,-16.0,3.0,3.5
CCc1noc(C)c1C(=O)N1CCCC(CCC(=O)NCc2cccc(OC)c2)C1 (configuration not stated),-14.3,9.1,-4.3,-0.3,-12.6,-19.4,5.0,27.4,1.5
CCc1ccccc1NC(=S)N(CCN(C)C)C(C)c1ccco1 (configuration not stated),-13.1,-0.2,-2.8,1.0,-2.2,4.5,-7.8,-3.3,0.4
O=C(COc1ccccc1)NCC1CCCO1 (configuration not stated),0.2,-0.4,1.0,1.8,0.3,-0.8,-0.8,2.7,13.5
Cc1cccc(-n2nc(CC#N)c(C#N)c2N)c1,6.6,-0.3,-11.6,0.6,-2.5,-4.1,-14.8,10.3,-0.4
O=C(Nc1ncn[nH]1)c1ccccc1O,-12.8,-0.2,-0.5,-0.4,-2.9,-5.4,-4.9,2.5,1.6
O=c1c2ccccc2nnn1COc1ccc(F)cc1Cl,7.5,0.8,-5.7,-0.4,-5.3,-17.3,-2.7,10.9,10.1
Nc1nc(-c2cccnc2)nn1C(=O)CCc1ccccc1,-2.4,0.3,-7.1,0.8,-2.7,-1.4,-2.2,13.7,3.2
Cn1c(SCc2nc3ccccc3[nH]2)nnc1-c1cccnc1,10.5,3.8,1.0,0.5,-4.4,-16.8,-2.8,11.8,5.5
CCCNS(=O)(=O)c1ccc(OCC(=O)N(C)Cc2ccccc2)cc1,4.2,1.0,-13.5,-0.3,-2.5,-13.7,-3.6,7.9,1.3
CC(C)(CNc1ccc(C(F)(F)F)cc1[N+](=O)[O-])N1CCOCC1,-24.6,0.4,-9.8,-0.3,-6.5,-3.4,-8.2,33.2,5.6
COc1cc(OC)cc(C(=O)N2CCN(c3ccccc3F)CC2)c1,3.1,0.4,-8.4,0.2,-4.3,-16.3,-7.1,15.5,2.5
CCCSc1nnc2nc3c(nn12)c1ccccc1n3C,-22.0,0.2,-7.7,-1.6,-12.3,1.1,-5.9,20.7,-2.7
Cc1cc(C(=O)NCc2cccs2)nn1C,-10.3,-0.1,2.1,-1.6,-1.5,6.4,1.0,-2.7,2.8
Cn1c(=O)c2c(nc(NC3CCCCC3)n2CC(O)COc2ccccc2)n(C)c1=O (configuration not stated),11.7,0.4,-8.8,-1.5,0.1,-23.8,-1.0,18.1,11.2
CC(OC(=O)C1CCC1)C(=O)Nc1cc(Cl)cc(Cl)c1 (configuration not stated),-13.2,0.0,-5.8,0.1,-3.5,-10.8,-10.0,8.8,2.0
Cc1nc2ccccc2nc1OCC(=O)Nc1ccc2ccccc2c1,9.5,1.5,7.4,3.5,-4.0,-12.2,-7.0,16.2,3.5
CCCCCn1c(CN2CCCCC2C)nc2c1c(=O)n(C)c(=O)n2C (configuration not stated),10.1,-0.1,-2.5,-0.4,-3.5,-3.5,-2.1,0.8,-0.7
COC(=O)Cc1c(O)ccn(Cc2cccc(C(F)(F)F)c2)c1=O,-2.1,0.8,-6.5,-0.4,-4.1,-8.1,-9.2,10.2,2.1
COC(=O)c1ccc(C(=O)OC)c(NS(=O)(=O)c2ccc(NC(C)=O)cc2)c1,5.7,5.8,-14.8,2.4,2.4,-16.4,-6.2,12.4,11.9
Cc1nn2c(=O)cc(CSCC(=O)Nc3ccccc3Cl)nc2s1,-9.2,1.1,-14.2,0.6,-3.1,-0.3,-9.9,5.5,1.8
CCNC(=O)C1(C)CCCN(Cc2cccc3c(OC)cc(C(=O)OCC)cc23)C1 (configuration not stated),-15.0,-0.3,-13.8,.,-6.3,.,.,10.8,-1.6
Cc1ccccc1-c1nc(CS(=O)CC(=O)NC(C)CCc2ccccc2)c(C)o1 (configuration not stated),.,0.4,-3.3,6.1,-2.5,-24.0,-12.8,-17.7,.
COc1ccc(N2CCN(C(=O)CNC(=O)c3ccco3)CC2)cc1,-23.6,-0.2,9.4,-0.1,-1.2,4.4,-3.0,-10.3,2.1

# Some values from above.
# COC(=O)Cc1c(O)ccn(Cc2cccc(C(F)(F)F)c2)c1=O | V1aR counter = -0.4
# CCNC(=O)C1(C)CCCN(Cc2cccc3c(OC)cc(C(=O)OCC)cc23)C1 (configuration not stated) | M1 PAM parental = 10.8
# COc1cc(OC)cc(C(=O)N2CCN(c3ccccc3F)CC2)c1 | M1 PAM parental = 15.5
